Screening results deposited in PubChem BioAssay by several laboratories.
LRH-1 inv ag: suppresses constitutive activity of human LRH-1; O00482; HEK293T StAR-luciferase reporter, LRH-1 transfected, 24 h; inhibition, % at 3.6 µM; hit rate 0.13% among 360,000; AID 602396;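 active = inhibition above the mean inhibition of all tested compounds plus 3 SD, cut at about 73% in these data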;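 also: 0% = DMSO wells and 100% = reporter-only cells lacking LRH-1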
NCOA3 inh: inhibitors of human steroid receptor coactivator 3 (SRC3) | hit rate 0.17% among 360,000 | AID 588352 | inhibition, % at 3.6 µM | HEK293 GAL4-SRC3 luciferase reporter, luminescence | Q9Y6Q9;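 active = inhibition above a per-campaign cutoff, the mean of all compounds plus 3 SD, cut at about 60% in these data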;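 also: 0% = DMSO-treated cells and 100% = gossypol-treated cells at 36 µM; higher means less SRC3-driven luciferase light from the GAL4 reporter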
EBV LMP1 NFkB: reduces LMP1-driven NF-kappaB luciferase signal; LMP1-induced NF-kappaB luciferase reporter cells, luminescence; inhibition, % at 12.5 µM; hit rate 0.69% among 350,000; AID 504558; in the data active = inhibition above about 41%;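 also: 0% = neutral control wells and 100% = reference inhibitor control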
Vif imaging: inhibitors of HIV Vif | HEK293T cells, Vif self-association by quenched fluorescence, imaging, 24 h | inhibition, % at 7.49 µM | hit rate 0.35% among 340,000; in the data active = inhibition above about 50%, passing the limit was not always enough; also: some results filed as inactive read as strong as hits
TRAIL sens C8: sensitizes caspase-8 expressing cells to TRAIL. NB7+C8 cells + TRAIL, ATPlite viability luminescence. inhibition (viability loss, TRAIL sensitization), % at 10 µM. hit rate 1% among 360,000;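 active = compounds causing at least 50% loss of cell viability in the single-dose screen, relative to plate controls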
TLR9-MyD88 inh: blocks human TLR9 binding to MyD88. Q9NR96+Q99836. CHO BLA complementation TLR9-MyD88, CCF4 FRET ratio. inhibition, % at 4.98 µM. hit rate 0.21% among 340,000. AID 504734;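 active = inhibition above the mean over all tested compounds plus 3 SD, cut at about 21% in these data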;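 also: 0% = DMSO only wells and 100% = clavulanate BLA inhibitor control wells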
Target sequence (Q99836 whole entry, looked up): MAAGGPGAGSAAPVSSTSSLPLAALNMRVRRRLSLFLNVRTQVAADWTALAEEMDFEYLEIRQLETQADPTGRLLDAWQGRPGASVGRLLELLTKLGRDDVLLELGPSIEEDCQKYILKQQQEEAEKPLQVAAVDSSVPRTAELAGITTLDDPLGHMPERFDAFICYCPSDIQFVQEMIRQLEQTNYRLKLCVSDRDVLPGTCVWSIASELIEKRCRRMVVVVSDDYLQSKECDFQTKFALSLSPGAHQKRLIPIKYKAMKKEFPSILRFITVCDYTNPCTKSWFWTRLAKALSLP
Target sequence (Q9NR96 whole entry, looked up): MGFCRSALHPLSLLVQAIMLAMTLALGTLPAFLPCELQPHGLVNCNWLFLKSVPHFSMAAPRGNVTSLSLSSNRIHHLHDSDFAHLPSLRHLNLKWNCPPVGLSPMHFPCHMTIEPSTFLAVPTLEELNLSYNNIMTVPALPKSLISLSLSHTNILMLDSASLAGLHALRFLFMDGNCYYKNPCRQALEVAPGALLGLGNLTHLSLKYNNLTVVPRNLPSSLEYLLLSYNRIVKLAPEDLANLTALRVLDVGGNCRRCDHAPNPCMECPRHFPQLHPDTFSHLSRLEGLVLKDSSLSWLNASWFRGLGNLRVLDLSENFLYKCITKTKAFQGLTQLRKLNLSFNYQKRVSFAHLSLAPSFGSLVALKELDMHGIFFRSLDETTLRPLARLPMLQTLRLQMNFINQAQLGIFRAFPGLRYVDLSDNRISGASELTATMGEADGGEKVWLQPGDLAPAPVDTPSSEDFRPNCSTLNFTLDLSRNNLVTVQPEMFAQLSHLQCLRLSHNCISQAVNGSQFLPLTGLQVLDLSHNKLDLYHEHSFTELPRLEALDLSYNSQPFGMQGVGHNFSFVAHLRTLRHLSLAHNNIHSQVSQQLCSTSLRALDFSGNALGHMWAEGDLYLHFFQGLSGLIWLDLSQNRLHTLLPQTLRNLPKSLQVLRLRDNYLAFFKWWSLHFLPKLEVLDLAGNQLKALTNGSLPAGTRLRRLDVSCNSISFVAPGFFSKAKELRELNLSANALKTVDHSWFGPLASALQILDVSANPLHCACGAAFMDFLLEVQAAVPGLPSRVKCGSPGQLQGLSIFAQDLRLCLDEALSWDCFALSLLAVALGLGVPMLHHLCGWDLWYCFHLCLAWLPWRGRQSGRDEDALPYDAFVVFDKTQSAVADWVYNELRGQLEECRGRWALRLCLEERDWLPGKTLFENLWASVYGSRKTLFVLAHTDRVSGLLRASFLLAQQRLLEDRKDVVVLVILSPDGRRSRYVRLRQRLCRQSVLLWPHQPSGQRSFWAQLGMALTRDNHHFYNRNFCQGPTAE
NOD2-RIPK2 inh: NOD2-RIPK2 protein interaction inhibition; O43353; CHO BLA complementation NOD2-RIPK2, CCF4 ratio; inhibition, % at 4.98 µM; hit rate 0.38% among 360,000; AID 624267; in the data active = inhibition above about 21%;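 also: 0% = vehicle only and 100% = reference blocker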
COUP-TFII inh: inhibitors of human COUP-TFII (NR2F2); P24468; HEK293T NGFI-A luciferase reporter, luminescence; hit rate 0.7% among 370,000; inhibition, % at 8.6 µM;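 active = inhibition above a per-plate cutoff, mean inhibition of test wells between control levels plus 3 SD, cut at about 38% in these data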;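 also: cells cotransfected with COUP-TFII expression vector driving the NGFI-A reporter; 0% = median of COUP-TF2 test wells and 100% = reporter-only cells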
SRC2 inh: inhibits human steroid receptor coactivator 2; inhibition, % at 9 µM; hit rate 0.17% among 370,000; HEK293 GAL4-SRC2 luciferase reporter, luminescence; Q15596;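 active = inhibition above the mean inhibition of all tested compounds plus 3 SD, set per campaign, cut at about 52% in these data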;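 also: 0% = DMSO treated cells and 100% = cells given Gossypol at 36 µM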
TROY signal inh: inhibitors of TROY-dependent NF-kB signaling | inhibition, % at 10 µM | hit rate 0.98% among 360,000 | AID 1347056 | Q293 LMP1-TROYcd NF-kB luciferase reporter, 4 h;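 active = compounds whose plate-normalised and pattern-corrected inhibition of the luciferase reporter signal at the single screening dose is 50% or more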
SRC1 inh: inhibits human SRC1 coactivator | inhibition, % at 3.6 µM | AID 588354 | Q15788 | HEK293 GAL4-SRC1 luciferase reporter, luminescence | hit rate 0.12% among 360,000;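 active = inhibition above the campaign mean plus 3 SD, with each screening campaign given its own cutoff, cut at about 60% in these data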;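 also: 0% = DMSO treated cells and 100% = gossypol at 36 µM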
Starred values were filed as active, the others as inactive; · = no result given. This is a subset, so the mix of outcomes need not match the whole.

Values run as follows: LRH-1 inv ag, NCOA3 inh, EBV LMP1 NFkB, Vif imaging, TRAIL sens C8, TLR9-MyD88 inh, NOD2-RIPK2 inh, COUP-TFII inh, SRC2 inh, TROY signal inh, SRC1 inh
Cc1ccc(OCC(=O)Nc2ccc(S(=O)(=O)N3CCOCC3)cc2)c(C)c1
→ 0.4, 1.6, 3.5, -3.6, 14.7, 8.5, -0.9, 4.5, 6.9, 5.8, 7.8
Cc1ccc(NC(=O)CSc2nnc(CCCCCNC(=O)OC(C)(C)C)o2)c(C)c1
→ 41.5, 5.3, 5.7, -0.4, -4.6, 11.6, 0.0, ·, ·, 12.3, 3.1
CC1CCCN(CCCNC(=O)CN2C(=O)COc3ccc(S(=O)(=O)N4CCOCC4)cc32)C1 (stereo unspecified)
→ -13.6, 19.9, -5.1, -1.0, -6.8, -5.7, 1.4, -6.7, 3.4, -10.6, -3.7
O=C(O)c1cccc(NS(=O)(=O)c2ccc3c4c(cccc24)C(=O)N3)c1
→ 0.9, -11.2, -4.2, 11.4, -1.4, -1.2, -1.9, -10.7, -7.4, -22.9, -16.5
CCc1ccccc1NC(=O)C1CCCN(c2ncnc3onc(-c4ccc(F)cc4)c23)C1 (stereo unspecified)
→ -7.0, 2.4, 5.5, -2.0, 15.6, -10.7, -97.2, 5.6, -22.8, 12.5, -32.0
Cc1ccc(CN2CC(C(=O)NC(c3nc4ccccc4[nH]3)C(C)C)CC2=O)cc1 (stereo unspecified)
→ 13.5, 3.3, 6.5, -8.0, 5.1, -1.1, -2.0, 11.7, 6.5, -21.9, -0.6
O=c1[nH]ncc(N/N=C\c2ccncc2)c1Cl
→ 2.5, 14.0, -36.9, -0.4, -5.2, 7.0, 1.5, -21.2, -31.1, -10.3, 1.2
O=c1cn[nH]c2ccc(Br)cc12
→ -5.5, 7.2, -18.9, -8.5, 5.0, 6.2, -3.1, 1.4, 21.4, -4.6, -4.6
CC(C)OCCCNC(=O)c1cccc(NC(=O)c2ccccc2)c1
→ -1.2, -3.0, -9.5, -10.7, 1.5, -0.8, -1.4, -0.5, 14.8, 12.4, -48.6
COCCn1nnnc1SCC(=O)Nc1ccc2c(c1)OCO2
→ 12.2, -17.7, -6.3, -4.3, -0.9, -9.4, 1.5, -1.2, 3.9, 11.8, -44.6

Additional records.
Values run as follows: LRH-1 inv ag, NCOA3 inh, EBV LMP1 NFkB, Vif imaging, TRAIL sens C8, TLR9-MyD88 inh, NOD2-RIPK2 inh, COUP-TFII inh, SRC2 inh, TROY signal inh, SRC1 inh
Cc1cn(CC(=O)NCC(C)c2ccccc2)c(=O)[nH]c1=O (stereo unspecified)
→ -29.1, -3.4, -1.6, -0.3, 12.0, -5.0, -6.0, -8.3, 3.3, 1.2, -0.4
CC(=O)Nc1ccc(N/C=C(\C#N)S(=O)(=O)c2ccc(Cl)cc2)cc1
→ 8.7, 6.7, -0.8, 0.1, 1.8, -6.2, -14.1, 4.0, 2.3, 6.0, -13.3
C[C@H](O)[C@@H]1CN2CCc3c([nH]c4ccc(-c5ccc6c(c5)OCO6)cc34)[C@@H]2C[C@@H]1N(C)C(=O)Nc1ccc(F)cc1
→ 1.9, -18.4, 5.1, 10.8, 18.0, -6.2, 0.9, -25.3, 8.8, -4.1, -8.1
Clc1cccc(Oc2cnns2)c1Cl
→ 8.4, 12.8, -3.3, -0.1, 11.6, -7.9, -4.0, 14.5, 6.3, -23.5, -1.1
NNC(=S)NC1CCCCCCCCCCC1
→ -11.0, -8.3, -1.9, -14.8, 4.3, 4.1, -11.3, 0.2, -7.5, 16.7, 9.4
CCOc1ccc(NC(=O)C2CCN(S(=O)(=O)c3ccc4c(c3)CC(C)N4C(C)=O)CC2)cc1 (stereo unspecified)
→ -3.3, -21.8, 14.6, -3.7, -0.4, -15.8, -2.8, -2.3, 4.5, -0.4, -4.0
COc1ccc(-c2nnc3sc(COc4ccccc4)nn23)cc1
→ -23.7, 12.4, -9.3, 3.4, 31.7, -1.5, -8.2, 13.2, -19.7, -61.7, -12.6
COc1ccc(C)cc1S(=O)(=O)N(C)CC(=O)N1CCN(C)CC1
→ 7.7, 13.2, -2.7, -7.0, -5.8, 0.1, -6.5, 10.3, 15.0, -1.4, -7.4
CCOP(=O)(OCC)C(C#N)=C1SCN(c2ccc(Cl)cc2)CS1
→ 3.0, -1.0, -15.6, ·, -2.5, 1.3, 3.8, 12.2, -14.5, -44.2, -18.0
C[n+]1cc(-c2ccccc2)n2c1CCCCC2
→ 6.3, 6.4, -2.1, -1.2, 6.5, 0.9, 11.0, ·, ·, -2.2, -16.6

(cont.)
Values run as follows: LRH-1 inv ag, NCOA3 inh, EBV LMP1 NFkB, Vif imaging, TRAIL sens C8, TLR9-MyD88 inh, NOD2-RIPK2 inh, COUP-TFII inh, SRC2 inh, TROY signal inh, SRC1 inh
CCc1ccc(C2CC3C(CN2S(=O)(=O)c2ccc(C)cc2)[C@@H](O)C[C@@H](c2ccc(CC)cc2)N3S(=O)(=O)c2ccc(C)cc2)cc1 (stereo partly specified)
→ 13.3, ·, ·, ·, 10.3, ·, 1.5, -0.9, -7.1, ·, ·
COc1ccc2c(c1OC)C(=O)N1c3ccccc3N=C(c3ccc([N+](=O)[O-])cc3)CC21 (stereo unspecified)
→ 8.9, -2.7, -9.2, 9.0, -15.0, -6.6, 0.0, -4.2, -9.7, 20.0, -9.8
CC(C(=O)O)n1c(C(F)(F)F)nc2ccccc21 (stereo unspecified)
→ 4.3, 13.6, 1.9, ·, 11.3, -5.6, 0.6, 13.2, -9.2, 7.5, -15.7
Nc1ccc2nc3c(=O)n(C4CCCCC4)c(=O)[nH]c3nc2c1
→ -91.0, -22.7, -21.5, ·, 20.3, 35.4*, 40.9*, -31.1, -82.0, -38.3, -51.8
CC(=O)N1CCN(C(=O)C(Cc2c[nH]c3ccccc23)NC(=O)c2ccccc2Cl)CC1 (stereo unspecified)
→ 2.2, -8.0, 3.5, 6.4, 3.9, -6.6, -11.3, 10.1, 3.2, 4.9, 9.8
COc1cccc(CNC(=O)C(=O)NCC2OCCCN2S(=O)(=O)c2cc(C)ccc2C)c1 (stereo unspecified)
→ 10.2, 13.3, 8.7, -5.7, -4.2, -3.5, -5.3, -6.2, -2.9, -10.3, -6.3
COc1cccc(/C=N/NC(=O)COc2cccc3cccnc23)c1O
→ 4.6, 21.1, 11.2, -0.8, 14.8, 2.6, -7.7, 14.6, 25.5, -59.7, -12.5
CC1CC(=O)Nc2ccccc2N1C(=O)COc1ccc2cc(Br)ccc2c1 (stereo unspecified)
→ 9.5, -4.9, -9.1, -28.0, -9.9, -5.5, 0.6, 6.6, 15.3, 2.2, 12.9
CCN(C(=O)COC(=O)c1ccc(N2C(=O)c3ccccc3C2=O)cc1)C1CCS(=O)(=O)C1 (stereo unspecified)
→ -2.8, 5.8, 0.0, 18.4, -5.2, -14.4, -3.5, 2.2, -14.6, -3.0, 2.2
CCOC(=O)c1ccc(-n2c(C)nc3c(cnn3-c3ccccc3C)c2=O)cc1
→ -5.3, -22.1, -4.5, ·, 3.1, -6.8, -5.2, 10.3, -3.8, 3.2, -6.2

A few values from above:
For TROY signal inh, `Cc1ccc(NC(=O)CSc2nnc(CCCCCNC(=O)OC(C)(C)C)o2)c(C)c1` has 12.3
For NCOA3 inh, `COc1cccc(/C=N/NC(=O)COc2cccc3cccnc23)c1O` has 21.1

Next section.
Values run as follows: LRH-1 inv ag, NCOA3 inh, EBV LMP1 NFkB, Vif imaging, TRAIL sens C8, TLR9-MyD88 inh, NOD2-RIPK2 inh, COUP-TFII inh, SRC2 inh, TROY signal inh, SRC1 inh
C[C@H](CO)N1C[C@H](C)[C@@H](CN(C)C(=O)Nc2ccc3c(c2)OCO3)Oc2ccc(NS(=O)(=O)c3ccccc3)cc2C1=O
→ 27.1, 1.4, 2.9, -19.7, 0.3, 0.7, -8.0, -12.3, -37.5, -9.2, 3.4
Cc1nn2c(C)nc3sc4c(c3c2nc1=O)CC(C)(C)OC4
→ 9.7, 0.7, 1.8, 1.3, 5.7, -2.9, -9.6, 3.1, -32.1, 5.5, -15.6
CC(NC(=O)C1CSC2(C)CCC(=O)N12)c1ccccc1Cl (stereo unspecified)
→ -5.5, 4.3, 4.2, 2.1, 10.3, 1.3, -3.7, 14.3, -11.6, 12.9, -28.4
O=C(O)c1ccc(Cl)c(NCc2cccnc2)c1
→ -12.2, -0.7, 11.1, -0.8, 6.7, -5.2, -0.9, 1.4, 6.7, -16.9, 2.1
O=C(NCC1COc2ccccc2O1)c1ccccc1 (stereo unspecified)
→ -109.8, -60.6, -19.1, -0.6, -5.0, -3.2, -6.3, -32.8, -82.7, -51.8, -86.2
CCS(=O)(=O)c1nc(S(=O)(=O)c2ccc(C)cc2)c(N2CCN(C)CC2)s1
→ -9.8, 1.5, 2.5, -4.2, 11.0, 1.7, -4.6, -0.7, 6.3, -11.0, -12.8
Cc1ccc2sc(N3CCN(C(=O)c4ccc([N+](=O)[O-])o4)CC3)nc2c1C
→ -3.5, 7.5, -25.5, 2.2, 19.4, 2.0, -13.1, 9.2, -11.8, -3.1, -3.9
Cc1csc(NC(=O)CCCSc2nc3ccccc3s2)n1
→ -5.6, -15.1, -6.0, -17.0, -37.1, 7.3, -8.1, -0.9, 4.0, 38.7, -5.8
O=S(=O)(O)c1ccc(N=Nc2ccccc2)cc1
→ 2.5, -25.3, -3.3, -7.1, -2.2, -6.5, -2.3, -0.1, -19.7, 7.5, 10.2
CC/C(=N/N=C(/CC)c1ccc(O)cc1)c1ccc(O)cc1
→ 12.3, 9.1, -1.8, 4.3, 3.0, 3.5, -1.5, -6.0, 4.6, 16.6, -35.1

Additional structures:
Values run as follows: LRH-1 inv ag, NCOA3 inh, EBV LMP1 NFkB, Vif imaging, TRAIL sens C8, TLR9-MyD88 inh, NOD2-RIPK2 inh, COUP-TFII inh, SRC2 inh, TROY signal inh, SRC1 inh
COc1cc(C(=O)Nc2ccc(S(=O)(=O)Nc3ncccn3)cc2)c([N+](=O)[O-])cc1OC
→ -5.2, -3.4, 7.5, ·, 1.1, 7.9, -12.2, -17.3, -16.6, 2.3, 0.3
COC(=O)C[C@H]1N(S(=O)(=O)c2ccc(C)cc2)C(C(C)C)CC1(C(=O)OC)C(=O)OC (stereo partly specified)
→ 18.7, ·, ·, ·, -6.2, ·, -8.7, -0.1, 0.3, ·, ·
O=C(O)c1cccc(S(=O)(=O)N2CCSCC2)c1
→ 6.9, -3.6, -3.3, -8.1, -6.8, 0.1, -0.8, -30.8, 15.8, -17.4, 9.3
COc1cccc(-n2cc(CN(C)C(=O)C3CCC(=O)N(C4CC4)C3)cn2)c1 (stereo unspecified)
→ 15.3, -6.0, -1.5, 1.3, -3.3, -46.4, 2.4, 6.9, -33.0, -7.3, -6.5
